# Screening results: PubChem BioAssay, National Center for Advancing Translational Sciences (NCATS)
# Vif-APOBEC3F blk: qHTS for Inhibitors of Vif-A3F Interactions: qHTS; 390,000 tested, 0.2% active; AID 602313, 2012; Potency, µM (titrated, usually from 46.1 µM), without a hit: at the highest dose activity, negative = active; HeLa A3F-eYFP + Vif (tagged APOBEC3F with the HIV-1 protein that degrades it), YFP fluorescence increase; note: % of control where 0% means no effect; nearly all actives have a fitted effect of over 65% in size
#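 HeLa cells stably expressing A3F-eYFP plus Vif, plated and incubated overnight at 37 deg C, then exposed to compounds overnight at 37 deg C. Blocked degradation read as raised yellow fluorescence (Ex 488/Em 500-530).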
# Vif-A3G inh: qHTS for Inhibitors of Vif-A3G Interactions: qHTS. DNA dC->dU-editing enzyme APOBEC-3G (Homo sapiens), Q9HC16. HeLa A3G-eYFP + Vif (tagged APOBEC3G with the HIV-1 protein that degrades it), YFP fluorescence, overnight. Potency, µM (titrated, usually from 46.1 µM), inactives show at the top dose activity, negative = active, usual class: inhibitors. 410,000 tested, 0.076% active;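 note: % is set by controls: 0 for no effect and ±100 for the full control effect; nearly all actives have a fitted effect of over 60% in size; hits raise eYFP signal because A3G escapes Vif-driven loss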
# Target sequence (Q9HC16 whole entry, looked up): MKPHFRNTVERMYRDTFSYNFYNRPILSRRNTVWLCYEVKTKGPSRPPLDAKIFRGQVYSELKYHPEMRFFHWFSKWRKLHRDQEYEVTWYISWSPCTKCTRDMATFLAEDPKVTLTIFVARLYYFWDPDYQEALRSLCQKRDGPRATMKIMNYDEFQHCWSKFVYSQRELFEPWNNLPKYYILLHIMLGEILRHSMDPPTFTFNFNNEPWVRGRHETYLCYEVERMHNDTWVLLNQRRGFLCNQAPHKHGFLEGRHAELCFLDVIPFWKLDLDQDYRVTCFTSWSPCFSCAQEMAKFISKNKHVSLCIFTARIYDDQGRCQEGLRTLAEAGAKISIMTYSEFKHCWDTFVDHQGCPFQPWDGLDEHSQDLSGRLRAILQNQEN
#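 Read-out is eYFP fluorescence (Ex 488/Em 500-530) from Vif-expressing HeLa A3G-eYFP cells; more signal means A3G escaped Vif-mediated degradation. Cells plated overnight, compound pinned in, incubated overnight at 37 deg C.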
# USP1 inh: Inhibitors of USP1/UAF1: Primary Screen; Potency, µM (top dose mostly 57.1 µM), for inactives: top-dose activity change, negative = inhibition, actives largely listed as inhibitors; recombinant USP1/UAF1, Ub-Rhodamine cleavage fluorescence; 390,000 tested, 0.23% active; AID 743255, 2014; Ubiquitin carboxyl-terminal hydrolase 1 (Homo sapiens), O94782; note: % is set by controls: 0 for no effect and ±100 for the full control effect; nearly all actives have a fitted effect of over 60% in size; inactives centre near -12
#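 USP1/UAF1 complex (1 nM) preincubated 15 min at room temperature with compound, then Ub-Rho substrate (150 nM final) added. Kinetic fluorescence at 480/540 nm over 6 reads at 60 s intervals; 50 mM HEPES pH 7.8, 0.5 mM EDTA, 0.1 mg/ml BSA, 1 mM TCEP, 0.01% Tween-20.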
# TrxR1 substrate: qHTS Assay for Substrates of Mammalian Selenoprotein Thioredoxin Reductase 1 (TrxR1): qHTS. AID 588456, 2011. purified TrxR1 substrate turnover, NADPH consumption readout. Potency, µM (series often up to 114 µM), inactives show at the highest dose activity change, negative = substrate turnover. 390,000 tested, 0.01% active. Thioredoxin reductase 1, cytoplasmic (Rattus norvegicus), O89049; note: % is set by controls: 0 for no effect and ±100 for the full control effect; nearly all actives have a fitted effect of over 50% in size
# Target sequence (O89049 whole entry, looked up): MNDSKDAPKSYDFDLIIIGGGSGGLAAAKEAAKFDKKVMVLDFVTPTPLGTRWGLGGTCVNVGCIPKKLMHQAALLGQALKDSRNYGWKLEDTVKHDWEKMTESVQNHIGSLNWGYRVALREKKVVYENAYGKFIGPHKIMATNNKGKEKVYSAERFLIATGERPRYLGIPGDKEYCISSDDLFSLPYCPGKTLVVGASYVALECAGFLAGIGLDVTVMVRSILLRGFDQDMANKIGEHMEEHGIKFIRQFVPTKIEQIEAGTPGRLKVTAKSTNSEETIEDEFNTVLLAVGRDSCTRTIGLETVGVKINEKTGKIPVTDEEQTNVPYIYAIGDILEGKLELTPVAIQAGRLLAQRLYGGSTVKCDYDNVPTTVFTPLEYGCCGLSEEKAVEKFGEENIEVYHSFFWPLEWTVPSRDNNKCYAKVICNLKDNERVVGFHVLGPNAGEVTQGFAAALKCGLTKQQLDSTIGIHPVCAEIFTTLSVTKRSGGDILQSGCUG
#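 Rat TrxR1, dispensed at 90 nM, was prereduced with 400 uM NADPH (final) for 5 min at ~22 deg C, then incubated with compound 15 min before 400 uM selenite. A first-read NADPH fluorescence drop versus no-compound background flagged substrates.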
# 12-LOX inh: Primary qHTS assay for inhibitors of human arachidonate 12S-lipoxygenase (ALOX12): Round 2. Polyunsaturated fatty acid lipoxygenase ALOX12 (Homo sapiens), P18054. purified 12hLO, xylenol orange hydroperoxide absorbance. Potency, µM (series often up to 108 µM), without a hit: top-dose activity change, negative = inhibition, most hits filed as inhibitors. 580,000 tested, 1.1% active. AID 1671190, 2021; note: % is set by controls: 0 for no effect and ±100 for the full control effect
#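 Purified human 12hLO at 150 nM in 25 mM Hepes, 0.01% Triton X-100, pH 7.0, preincubated 15 min at room temperature with compound. Reaction started with 40 uM arachidonic acid, 30 min at room temperature. Hydroperoxide measured by Fe-xylenol orange, 573/405 nm absorbance ratio.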
# RGS4 inhibitor: Inhibitors of Regulator of G Protein Signaling (RGS) 4: qHTS. Regulator of G-protein signaling 4 (Homo sapiens), P49798. 390,000 tested, 0.039% active. AID 504845, 2011. Transcreener GDP fluorescence polarization, RGS4-accelerated GTP hydrolysis. Potency, µM (highest dose often 114 µM), inactives show top-dose activity change, negative = inhibition, hits mostly inhibitors; note: % is set by controls: 0 for no effect and ±100 for the full control effect; nearly all actives have a fitted effect of over 75% in size; some results filed as inactive show a strong effect at the top dose
# Target sequence (P49798 whole entry, looked up): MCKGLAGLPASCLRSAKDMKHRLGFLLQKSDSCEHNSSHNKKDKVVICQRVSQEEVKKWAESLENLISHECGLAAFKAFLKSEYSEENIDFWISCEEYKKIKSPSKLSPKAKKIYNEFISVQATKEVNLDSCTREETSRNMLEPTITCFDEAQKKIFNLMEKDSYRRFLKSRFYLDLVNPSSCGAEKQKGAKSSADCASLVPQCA
#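 MLSMR compounds (23 nl, pin-transferred) preincubated 10 min at room temperature with a 500nM (2x) first reagent, then RGS4 at 900nM (2x) plus Transcreener GDP mix added; fluorescence polarization (620/688 nm) read before and after 90 min at 30 °C.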
# rTrxR1 inhibitor: qHTS Assay for Inhibitors of Mammalian Selenoprotein Thioredoxin Reductase 1 (TrxR1): qHTS; Thioredoxin reductase 1, cytoplasmic (Rattus norvegicus), O89049; recombinant rTrxR1, NADPH fluorescence consumption, selenite substrate; Potency, µM (doses to about 114 µM), inactives show at the highest dose activity change, negative = inhibition, actives largely listed as inhibitors; 390,000 tested, 1% active; note: % is set by controls: 0 for no effect and ±100 for the full control effect; nearly all actives have a fitted effect of over 65% in size
#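 Rat TrxR1 (90 nM in the dispensed reagent) was pre-reduced with 400 uM NADPH for 5 min at room temperature, then incubated with compound for 15 min. After 400 uM selenite was added, NADPH fluorescence (Ex 340/Em 450 nm) was followed for 8 min.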
# RXFP1 ag: qHTS Assay for Agonists of the Relaxin Receptor RXFP1 | AID 2676, 2010 | 370,000 tested, 0.3% active | Potency, µM (highest dose often 57.5 µM), for the others: at the highest dose activation, usual class: activators | HEK293T-RXFP1 cAMP TR-FRET, 30 min; response scale: percent of porcine relaxin response, buffer zero | Relaxin receptor 1 (Homo sapiens), Q9HBX9; note: % is set by controls: 0 for no effect and ±100 for the full control effect; nearly all actives have a fitted effect of over 60% in size; many of its hits are not listed in these tables
#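 HEK293T cells stably expressing RXFP1 were pretreated with the PDE4 inhibitor Ro 20174, exposed to compounds for 30 min at 37C, lysed, and cAMP was read by TR-FRET. Data normalized to buffer (basal) and 29 nM porcine relaxin (100%).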
# mIDH1 inhibitor: qHTS for Inhibitors of mutant isocitrate dehydrogenase 1 (IDH1): qHTS. Potency, µM (series often up to 76.6 µM), inactives show top-dose activity change, negative = inhibition, usual class: inhibitors. 390,000 tested, 0.093% active. Isocitrate dehydrogenase [NADP] cytoplasmic (Homo sapiens), O75874. IDH1-R132H enzyme, NADPH consumption, diaphorase/resazurin fluorescence. AID 602179, 2012; note: % is set by controls: 0 for no effect and ±100 for the full control effect; nearly all actives have a fitted effect of over 65% in size
#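 IDH1-R132H (0.5 ug/mL dispensed) in pH 7.5 Tris buffer was preincubated 30 min with compound, then given a substrate mix of 0.016 mM NADPH and 2 mM alpha-KG for 80 min at room temperature; remaining NADPH was read by diaphorase/resazurin fluorescence.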
# Numbers without * were called inactive; ? = inconclusive; . = not tested or not shown; [ ] = another dose, or the depositor's remark. Calls come from the whole dose curve; as a rule, active = well fitted curve in the direction sought with a large enough effect; inconclusive = small, poorly fitted or top-dose-only effect, or another doubt; inactive = no such curve, though single readings can be large; an effect the other way counts as inactive or inconclusive. Potency is the fitted concentration of half-maximal effect.
SMILES,Vif-APOBEC3F blk,Vif-A3G inh,USP1 inh,TrxR1 substrate,12-LOX inh,RGS4 inhibitor,rTrxR1 inhibitor,RXFP1 ag,mIDH1 inhibitor
CC(=O)NC(C)C(=O)OCc1ccc(Cl)cc1Cl (configuration not stated),1%,-5%,-7%,1%,-8%,25%,-2%,-0.2%,6%
CN1CCN(C(=O)c2cnn(-c3ccccc3)c2NC(=O)c2ccccc2Br)CC1,-30%,-2%,-21%,53%,-1%,-2%,21%[57.1 µM],-2.2%,-1%
C=CCn1c(O)c(N=NC(=S)Nc2ccc(OC)c(Cl)c2)c2ccccc21,4%,0%,-13%,-13%,4%,-5%,-13%,-0.1%,3%
COc1cc(C(=O)N/C(=C\c2cn(S(=O)(=O)N(C)C)c3ccccc23)C(=O)NCCCO)cc(OC)c1OC,12%,5%,-13%,-3%,6%,5%,26%,-0.6%,-7%
Cc1ccc(Cl)cc1N1CCN(C(=O)C2CCCN(Cc3nc(-c4cccc(Cl)c4)oc3C)C2)CC1 (configuration not stated),-12%,1%,-26%,7%,-26%,2%,43%[activator],5.6%,2%
Cc1cc(NC(=O)c2ccc(S(=O)(=O)N3CCCC3)cc2)nc2c1c(=O)oc1ccccc12,6%,0%,-15%,17%[57.1 µM],-13%,37%,12%[57.1 µM],0.1%,2%
COc1ccccc1OC(C)C(=O)N1CCN(CCc2ccccn2)CC1 (configuration not stated),-4%,0%,?,6%,-22%,3%,22%,1.1%,28%
COc1ccc(NC(=S)N/N=C/c2ccc(F)c(F)c2)cc1,-20%,?,-12%,-2%,-29%,-15%[56.9 µM],5%,0.0%,-4%
CCNC(=O)/C=C1\NC(C)(C)Cc2c1ccc1ccccc21,-1%,0%,?,14%,5%,4%,-5%,-3.3%,7%
O=C(COC(=O)c1ccc2c(c1)OCCO2)NCc1ccc(Cl)cc1,-11%,-14%,?,.,13%,.,.,.,6%
CCC(c1nnc(SCC(=O)Nc2cc(Cl)ccc2C#N)n1C1CCCCC1)N(C)C (configuration not stated),-2%,1%,-1%,-4%,1%,-6%,2%,1.2%,-9%
CCN1CCN(CCNC(=O)C2CCCN(Cc3nc(-c4cccc(Cl)c4)oc3C)C2)CC1 (configuration not stated),-2%,0%,-9%,4%[57.1 µM],180%[activator],1%,16%[57.1 µM],0.7%,2%
COC(=O)[C@]1(C)N[C@H](CN(C)C(=O)Nc2ccc(Cl)cc2)[C@@H]2C(=O)N(C)C(=O)[C@@H]21,0%,-1%,?,7%,?,-2%,22%,.,-7%
CSCCC(=O)Nc1nc(-c2ccccn2)cs1,-31%,2%,-17%,13%[57.1 µM],-15%,-21%,17%[57.1 µM],-0.1%,5%
CCn1nccc1C(=O)Nc1ccc(C(=O)OC(C)C)cc1,-3%,0%,-28%,-2%,0%,8%,9%,3.0%,10%
c1coc(CNC2CCCCC2)c1,7%,4%,-7%,14%[57.1 µM],?,13%,-2%[57.1 µM],-0.8%,5%
C=CCN(CC=C)C(=O)C1CCN(S(=O)(=O)c2ccc(N3CCCC3=O)cc2)CC1,6%,1%,-26%,1%,0%,-2%,20%,0.0%,0%
CCOC(=O)/C(C#N)=C/c1ccc(OC(=O)c2ccccn2)cc1,3%,1%,-12%,-19%,-22%,4%,-28%,-2.7%,1%
O=S(=O)(c1ccc(Cl)cc1)N1CCCC1c1nc(-c2cccc(Cl)c2)no1 (configuration not stated),3%,4%,-20%,-2%,0%,-15%,0%,2.5%,4%
Cc1ccc(S(=O)(=O)N2CCOCC2)cc1NC(=O)c1ccc(F)cc1F,4%,0%,-14%,6%,94%[activator],2%,13%,.,12%
O=C(CCC1CCCC1)Nc1ccccc1-c1ccccc1,1%,-2%,0%,-15%,-1%,-5%,-10%,-1.6%,10%
COc1ccc(/C=N/NC(=O)c2ccc(COc3cccc4cccnc34)cc2)cc1OC,16%,2%,-6%,1%,25%,-3%,14%,2.7%,7%
COc1cc(S(=O)(=O)N2CCN(c3ccccc3)CC2)ccc1Cl,0%,-3%,-9%,-8%,4%[57.4 µM],11%,4%,2.7%,9%
Nc1c(S(=O)(=O)O)cc(NC(=O)c2ccccc2)c2c1C(=O)c1ccccc1C2=O,2%,1%,-18%,-2%,.,?,7%,-46%[inhibitor],?
CCCOc1ccccc1NC(=O)CC1Nc2ccccc2NC1=O (configuration not stated),-8%,-12%,-10%,-2%,2%,-8%,17%,2.8%,-1%
CCC1CCCCN1C(=S)NC(=O)c1ccc(F)c(S(=O)(=O)N2CCOCC2)c1 (configuration not stated),-3%,-10%,-16%,-5%,236%[activator],-43%,-5%[57.1 µM],3.4%,2%
CC(C)c1ccc(S(=O)(=O)N2CCC(C(=O)N3CCN(c4cccc(Cl)c4)CC3)CC2)cc1,-6%,11%,-27%,1%,38%[activator],-2%,20%,.,5%
COc1cc(C#N)ccc1OCC(=O)NCc1cccs1,1%,0%,-11%,4%[57.1 µM],?,19%,13%,-0.6%,1%
C=CCNc1ncnc2c1cnn2-c1ccc(OC)cc1,-6%,-1%,-10%,17%[57.1 µM],-56%,25%,4%[57.1 µM],3.5%,7%
O=C(CSc1nnc(-c2cccs2)n1-c1ccccc1)N1CCOCC1,6%,-3%,-7%,2%,2%,-7%,6%,2.3%,5%
Cc1ccc(NC(=O)CSc2nc3ccccc3nc2N2CCOCC2)c(C)c1,-12%,-12%,-24%,10%[57.1 µM],10%,-7%,10%[57.1 µM],8.2%,-4%
COc1ccccc1CCC(=O)OCC(=O)Nc1cccc(S(=O)(=O)N2CCOCC2)c1,-1%,0%,-11%,-5%,-4%,11%,17%[57.1 µM],-0.6%,-6%
CCOC(=O)c1ccc(NC(=O)Nc2ccc(Cl)cn2)cc1,-11%,-2%,10%,3%[57.1 µM],-1%,-15%,23%[57.1 µM],0.4%,16%
CC(C)(C)c1ccc(C2C3=C(CCCC3=O)NC3=C2C(=O)c2ccccc23)cc1 (configuration not stated),4%,-4%,-23%,1%,?,-54%,7%,2.5%,4%
COc1cc(/C=C/C(=O)O)cc(S(=O)(=O)N2CCc3ccccc32)c1OC,1%,2%,-28%,2%,61%[activator],-3%,2%,-0.6%,22%
CCOC(=O)/C(=C\c1ccc(N2CCC(c3ccccc3)=N2)cc1)C(C)=O,?,2%,28µM*,-11%,-6%,-26%,-25%,.,7%
COc1ccccc1C(=O)NCCC(=O)Nc1cccnc1,1%,0%,2%,0%,-4%,7%[11.4 µM],19%,1.6%,0%
COc1ccccc1NC(=O)C1CCCN(c2cc(C)nc3ncnn23)C1 (configuration not stated),2%,-1%,-14%,-7%,423%[activator],-8%,-25%,0.1%,15%
O=C(COC(=O)c1cccc(C(=O)OCC(=O)NC2CC2)n1)NC1CC1,10%,2%,-17%,8%[57.1 µM],-6%,1%,26%[57.1 µM],0.1%,1%
O=C(c1cc2ccccc2oc1=O)N1CCCC1,5%,-5%,-19%,1%,-19%,-20%,5%[57.1 µM],0.1%,3%
CCCn1ccc2c(OCC(=O)Nc3cc(C)ccc3C)cccc2c1=O,-11%,2%,?,8%[57.1 µM],-13%,-34%,9%[57.1 µM],1.1%,13%
O=C(Nc1cccc(C(=O)N2CCCCC2)c1)C1CCCC1,-4%,1%,-27%,5%,11%,-1%,15%,.,8%
COc1cc(OC)cc(-c2cc3nc(C4CCN(C(=O)OC(C)(C)C)CC4)cc(=O)n3[nH]2)c1,1%,1%,-10%,15%,1%,-7%,23%,-0.1%,-1%
O=C(Nc1ccc(F)cc1)Nc1ccc(Oc2ncnc3cc(Cl)ccc23)nc1,-2%,3%,-8%,4%[57.1 µM],171%[activator],-14%,19%[57.1 µM],3.4%,5%
CC(C)c1cc(C(N)=O)c(NC(=O)c2cccc(COc3ccc(Br)cc3)c2)s1,-2%,1%,-21%,39%[activator],?,-12%,42%[activator],-0.2%,2%

# An excerpt from above with just RGS4 inhibitor, rTrxR1 inhibitor and Vif-A3G inh.
SMILES | RGS4 inhibitor | rTrxR1 inhibitor | Vif-A3G inh
CCCn1ccc2c(OCC(=O)Nc3cc(C)ccc3C)cccc2c1=O | -34% | 9%[57.1 µM] | 2%
O=C(Nc1cccc(C(=O)N2CCCCC2)c1)C1CCCC1 | -1% | 15% | 1%

# A portion of the library; the hit share may differ from the screen's.
